CendR NRP1 mod = modulators of CendR peptide binding to human neuropilin-1; O14786; AID 602438; actives 0.85% (n = 360,000); FAM-RPARPAR peptide binding to NRP-1, fluorescence polarization; inhibition, % at 25 µM;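 active means inhibition or corrected inhibition above about 18%, plus a signal ratio from 0.5 to 1.5, limit read from the data, passing the limit was not always enough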; further: strong numbers were not always called active
SKN-1 block = inhibitors of C. elegans SKN-1 | AID 624304 | actives 0.49% (n = 360,000) | inhibition, % at 21.8 µM | C. elegans VP596 Pgst-4::GFP/RFP ratio, acrylamide-induced, 24 h;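 active means interference check ratio from 0.5 to 1.5 plus GFP to RFP signal ratio inhibition reaching or exceeding a fixed threshold, cut at about 30% in these data, passing the limit was not always enough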; further: some compounds called inactive have numbers as strong as hits
LMPTP inh = blocks human LMPTP phosphatase. actives 0.22% (n = 360,000). inhibition, % at 20 µM. recombinant LMPTP-A, OMFP fluorogenic substrate, fluorescence intensity. AID 651560;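 active means compounds that cut the enzyme signal by at least half of the control window in the single-dose screen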;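 further: plate controls were DMSO wells with enzyme plus substrate for no effect and substrate without enzyme for full effect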
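test system = LMPTP-A | amount = 0.625 nM LMPTP-A final | reagent = fluorogenic phosphatase substrate OMFP at 400 µM final | incubation = 50 min at room temperature | benchmarks = no-enzyme low control, uninhibited high control | medium = Bis-Tris pH 6.0, DTT, detergent | signal = fluorescence intensity of OMFP turnover product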
NadD block = inhibitors of Staphylococcus aureus NadD | purified NadD enzyme, colorimetric absorbance read-out | inhibition, % at 20 µM | actives 0.78% (n = 360,000); in the data active means inhibition above about 26%; further: some compounds past the cut are filed as inactive
DNMT1 inh = blocks human DNA methyltransferase DNMT1. AID 588458. inhibition (reported as % activation of signal), % at 10 µM. P26358. DNMT1 molecular beacon, Hinp1I cleavage, fluorescence. actives 0.83% (n = 360,000); in the data active means inhibition above about 50%
SUMO1-SIM PPI = modulators of human SUMO1-mediated protein-protein interactions; AID 602429; SUMO1 binding to a labelled peptide, TR-FRET, 1 h; P63165; inhibition, % at 20 µM; actives 0.33% (n = 360,000); in the data active means inhibition above about 37%
Target sequence (P63165 whole entry, looked up): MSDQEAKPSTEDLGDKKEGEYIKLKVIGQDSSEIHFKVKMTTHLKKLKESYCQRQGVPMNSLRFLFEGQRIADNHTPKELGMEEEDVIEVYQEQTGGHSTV
Tb MetRS inh = blocks T. brucei methionyl-tRNA synthetase activity | purified T. brucei MetRS, ATP depletion, Kinase-Glo luminescence | inhibition, % at 11.9 µM | actives 0.4% (n = 360,000);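 active means inhibition above a per-plate cutoff of the control wells' mean inhibition plus 3 SD, cut at about 5.5% in these data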;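 further: 0% = DMSO wells median and 100% = median of wells with control inhibitor compound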
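Test system – parasite MetRS enzyme · Reagent – substrates ATP, L-methionine and bulk Escherichia coli tRNA · Doses – 11.9 µM compound single dose, 0.9% DMSO · Times – 15 min enzyme-compound preincubation, 2 h reaction, 10 min detection, 25 °C · Signal – Kinase-Glo luminescence, ATP depletion format · Controls – DMSO-only wells as low control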
STEP block = STEP (human) phosphatase inhibition; P54829; recombinant STEP, OMFP fluorogenic substrate, fluorescence; inhibition, % at 20 µM; actives 0.25% (n = 360,000);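 active means inhibition at 20 µM, scaled per plate between control wells, above about 37%, limit read from the data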;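 further: 0% = DMSO with enzyme and substrate and 100% = substrate only without enzyme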
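System: STEP phosphatase, cell-free reaction; Buffer or medium: Bis-Tris pH 6.0 buffer with DTT, detergent; Incubation: 20 min at room temperature, dark; Measured by: fluorescence, 480/540 nm.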
Scp-1 inhibitor = Scp-1 (human) phosphatase inhibition; Q9GZU7; Recombinant Scp1, phosphopeptide, malachite green phosphate absorbance; inhibition, % at 20 µM; actives 0.88% (n = 340,000); AID 493091;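 active means inhibition above about 50% at 20 µM, limit read from the data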;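 further: plate controls were DMSO wells with enzyme for no effect and wells lacking enzyme for full effect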
Target sequence (Q9GZU7 76-261 limits assumed): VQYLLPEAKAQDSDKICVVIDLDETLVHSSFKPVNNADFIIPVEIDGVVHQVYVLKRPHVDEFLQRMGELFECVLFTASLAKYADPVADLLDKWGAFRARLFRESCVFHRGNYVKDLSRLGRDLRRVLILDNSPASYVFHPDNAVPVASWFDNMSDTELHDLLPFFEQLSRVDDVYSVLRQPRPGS
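Test system – truncated SCP-1 phosphatase (76-261aa) · Reagent – Phosphorylated 17-residue peptide substrate · Incubation – 45 min room-temperature reaction, 5 min colour, 30 min stabiliser · Detection – colorimetric phosphate reagent with accelerator and stabiliser, absorbance at 630 nm · Measure – % inhibition at 20 µM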
Neddyl block = cullin neddylation inhibition; AID 651699; TR-FRET cullin neddylation, biochemical; actives 0.58% (n = 360,000); calls only at 25 µM; P61081+Q13564; in the data active means inhibition above about 36%
Target sequence (P61081 whole entry, looked up): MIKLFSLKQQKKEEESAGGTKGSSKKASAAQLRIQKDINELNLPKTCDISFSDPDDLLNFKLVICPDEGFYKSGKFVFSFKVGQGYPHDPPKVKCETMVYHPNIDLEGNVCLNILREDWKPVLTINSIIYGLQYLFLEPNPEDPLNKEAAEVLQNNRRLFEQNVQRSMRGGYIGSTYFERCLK
Target sequence (Q13564 whole entry, looked up): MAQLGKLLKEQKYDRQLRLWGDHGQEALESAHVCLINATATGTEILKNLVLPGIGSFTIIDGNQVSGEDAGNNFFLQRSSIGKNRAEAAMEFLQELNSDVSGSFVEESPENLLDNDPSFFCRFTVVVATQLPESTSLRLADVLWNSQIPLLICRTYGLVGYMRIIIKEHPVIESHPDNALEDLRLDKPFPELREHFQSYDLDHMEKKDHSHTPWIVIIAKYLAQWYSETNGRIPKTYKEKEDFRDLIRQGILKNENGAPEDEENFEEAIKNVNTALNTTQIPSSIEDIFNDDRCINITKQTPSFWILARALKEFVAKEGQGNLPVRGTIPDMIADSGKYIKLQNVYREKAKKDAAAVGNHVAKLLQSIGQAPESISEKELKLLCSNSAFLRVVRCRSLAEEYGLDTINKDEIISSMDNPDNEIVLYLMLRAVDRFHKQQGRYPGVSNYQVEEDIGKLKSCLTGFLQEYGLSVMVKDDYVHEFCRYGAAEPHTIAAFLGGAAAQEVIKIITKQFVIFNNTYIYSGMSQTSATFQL
Starred values were filed as active, the others as inactive; i = inactive; x = not tested or not shown. Hits appear at their usual frequency; any-hit rate near 4.6%.

Start of the data: the first 2 compounds, to show the layout:
SMILES	CendR NRP1 mod	SKN-1 block	LMPTP inh	NadD block	DNMT1 inh	SUMO1-SIM PPI	Tb MetRS inh	STEP block	Scp-1 inhibitor	Neddyl block
CCn1c2ccccc2c2cc(NC(=O)COC(=O)c3cccc(S(=O)(=O)NC)c3)ccc21	-13.2	12.4	3.6	13.6	-22.1	-5.9	0.2	-2.8	-10.1	i
N#C/C(=C(/O)CN1CCCC1)c1nc(-c2ccccc2)cs1	-28.0	-4.9	0.2	-1.1	-4.6	0.8	0.2	2.4	-10.4	i

Results (from the top)
SMILES	CendR NRP1 mod	SKN-1 block	LMPTP inh	NadD block	DNMT1 inh	SUMO1-SIM PPI	Tb MetRS inh	STEP block	Scp-1 inhibitor	Neddyl block
CCn1c2ccccc2c2cc(NC(=O)COC(=O)c3cccc(S(=O)(=O)NC)c3)ccc21	-13.2	12.4	3.6	13.6	-22.1	-5.9	0.2	-2.8	-10.1	i
N#C/C(=C(/O)CN1CCCC1)c1nc(-c2ccccc2)cs1	-28.0	-4.9	0.2	-1.1	-4.6	0.8	0.2	2.4	-10.4	i
Cc1ccc(S(=O)(=O)N2[C@@H](c3ccc(F)cc3)C(C(=O)O)=C[C@H]2CC2CCCC2)cc1	1.9	2.8	0.3	2.0	2.8	9.7	-0.5	-0.9	4.1	i
CCc1ccc(-c2cc(C(=O)N/N=C/c3c[nH]c4ccccc34)[nH]n2)cc1	-1.7	9.7	2.2	21.2	-11.0	-2.6	-0.7	-4.0	6.3	i
N#CCSc1nc(-c2ccccc2)nc2ccc(F)cc12	6.0	6.3	-0.1	3.1	5.3	-2.4	-1.8	1.0	16.8	i
CC(C)(C)Nc1nc(NC(C)(C)C)nc(-n2ccnc2)n1	1.7	7.4	0.5	5.2	0.6	-0.7	0.0	-0.1	-17.0	i
CCCN(CCC)CC(O)CN1C(=O)NC(C)(C)C1=O (stereo unspecified)	0.9	-8.0	-1.0	-0.6	-1.3	2.7	1.1	3.8	-7.3	i
CCCCn1nc(C(=O)N(C)C2CCCCC2)c2ccccc2c1=O	4.6	0.1	-0.1	-4.8	-0.8	4.9	0.0	-3.9	-9.8	i
CCOC(=O)c1c2n(c3ccc(O)cc13)CCC2	-4.5	20.3	0.1	3.4	1.5	4.1	-0.6	1.3	-14.5	i
COC(=O)CNC(=O)c1ccc2c(c1)S(=O)(=O)c1ccccc1C2=O	16.1	14.4	-1.0	7.1	1.1	-19.3	-0.3	5.4	2.6	i
COc1ccc(O)c(/C=N/n2c(-c3ccco3)csc2=Nc2cccnc2)c1	-12.6	0.4	-2.2	9.3	-1.6	6.2	-0.4	1.4	-4.8	i
N#CC(C#N)=NNc1ccc2cn[nH]c2c1	-10.9	-2.5	0.9	6.3	-12.7	5.5	9.9*	0.1	x	i
COc1ccc(N2CCN(C(=O)COCc3cc(-c4ccc5c(c4)OCO5)on3)CC2)cc1	4.1	5.0	0.0	-0.2	-2.4	6.3	-0.1	2.9	9.8	i
CC(=O)NCCNC(=O)C1(C)Cc2c(-c3ccc(C(N)=O)cc3)ccnc2O1 (stereo unspecified)	1.3	13.3	-1.6	-2.7	5.8	2.1	-0.3	-2.2	x	i
O=C1OCCN1S(=O)(=O)Nc1ccccc1	12.8	11.1	-4.2	-5.1	-5.6	2.8	-0.7	1.3	46.7	i
O=C(NNC(=O)c1ccco1)c1cccc(Br)c1	22.6	-9.4	-0.6	0.5	2.0	2.4	-0.5	-2.5	-8.3	i
Cc1ccc(NC(=O)c2ccc(Br)o2)c([N+](=O)[O-])c1	10.5	12.3	-0.3	1.2	0.9	-14.1	-0.4	1.1	0.5	i
O=C(NCc1ccc(Cl)cc1)C1CCC(CNc2c(N3CCOCC3)c(=O)c2=O)CC1 (stereo unspecified)	-14.8	8.5	1.1	-4.4	1.1	-2.8	-0.3	-1.0	-7.4	i
CC(=O)OCC1OC(OCc2cn(C[C@H]3CC[C@@H]([C@@H]4CC[C@H](Cn5cc(COC6OC(COC(C)=O)C(OC(C)=O)C(OC(C)=O)C6OC(C)=O)nn5)O4)O3)nn2)C(OC(C)=O)C(OC(C)=O)C1OC(C)=O (stereo partly specified)	4.6	-17.5	-1.7	4.4	1.5	-0.2	-0.4	-1.1	-2.3	i
N/C(=N\OC(=O)Cc1cccs1)c1ccccc1	-11.9	12.1	0.5	0.5	-5.8	-10.7	0.3	3.3	-4.6	i
O=C(OCC1OC2C(Oc3nc(=O)ccn32)C1O)c1ccccc1 (stereo unspecified)	12.3	-63.2	-0.8	-0.2	0.9	-3.9	-1.5	-1.9	-3.6	i
CCN(C[C@H]1N[C@@](CC)(C(=O)OC)[C@H]2C(=O)N(Cc3ccccc3)C(=O)[C@@H]12)S(=O)(=O)c1ccc(C(F)(F)F)cc1	-5.5	4.0	2.5	-3.0	-6.7	-1.3	-2.1	0.2	0.8	i
N#Cc1ccc(C(=O)OCC(=O)N2CCOCC2)cc1	9.2	-5.9	0.0	0.0	2.0	5.9	-0.1	-2.4	1.8	i
COc1cc(Cc2ccc(N)c(OC)c2)ccc1N	-7.6	-3.1	-0.9	2.4	-12.1	-2.0	0.6	1.1	-2.0	i
CCOC(=O)C1=CCN(S(=O)(=O)c2ccc(C)cc2)C1c1cccc(Br)c1 (stereo unspecified)	13.7	9.2	1.8	-8.9	-12.3	5.7	-1.4	2.5	x	i
CC(=O)OCC1=C(C(=O)O)N2C(=O)C(NC(=O)CCn3nc(C)c(Cl)c3C)C2SC1 (stereo unspecified)	1.2	1.4	-0.9	-7.7	1.6	0.1	0.1	2.8	0.2	i
CO/N=C(/COc1ccc(F)cc1)c1ccc(OC)cc1	-3.0	9.5	3.5	-6.5	0.4	-2.5	-0.6	1.9	-4.4	i
Cn1c(CN2CCCCC2)nc2cc([N+](=O)[O-])ccc21	-4.4	6.6	-1.1	-2.7	-1.4	-6.7	-0.5	0.4	3.6	i
NS(=O)(=O)c1cccc(NC(=O)CCSc2ccc(Cl)cc2)c1	-1.2	2.2	0.3	-1.3	-2.1	0.7	-0.3	-1.3	-9.1	i
Cc1ccc(Cl)cc1N1CCN(C(=O)c2ccc3nc[nH]c3c2)CC1	-0.9	-2.3	1.0	1.6	-5.0	7.5	0.8	2.6	21.2	i
COc1ccccc1NC(=O)COc1ccc2ccccc2c1	5.3	3.4	3.7	-8.5	-0.1	2.6	-0.6	3.3	-11.6	i
COc1ccc(S(=O)(=O)N2CCCC(C(=O)NCc3cccnc3)C2)cc1 (stereo unspecified)	2.0	-14.9	0.3	0.6	1.1	3.2	-0.6	-1.5	-5.2	i
Cc1nnc(SCc2nnc(-c3cccs3)o2)s1	-9.8	-6.9	-0.2	-3.3	-1.0	3.3	-0.1	-2.1	-5.2	i
O=C(Nc1cccc(-c2nc3ccccc3s2)c1)c1ccc2c(c1)OCO2	-9.3	-5.1	3.9	-1.9	-11.8	-0.4	-0.1	-3.2	-9.4	i
CCOCCCNC(=S)Nc1cc(C)cc(C)c1	-2.4	0.1	-0.9	0.5	5.8	-0.6	0.1	-2.2	0.0	i
Cc1cc2cc(C)c(NCCNC(=O)c3ccccc3F)nc2cc1C	-8.4	5.5	0.4	-2.6	-1.3	-0.1	-0.3	-1.0	-3.1	i
CCCCn1c(N)c(N(CCC(C)C)C(=O)c2c(C)noc2C)c(=O)[nH]c1=O	5.5	1.7	-0.8	0.1	0.3	1.4	-0.3	0.4	-4.0	i
COc1ccc2c(CC(=O)Nc3nccs3)coc2c1	2.5	-11.7	-1.0	-1.8	-13.9	5.1	-0.3	0.1	-6.1	i
Fc1cccc(Cc2c(-c3ccccc3)nc3ccc(Br)cn23)c1	-0.2	20.4	1.7	6.2	5.3	-5.7	-0.8	-2.3	x	i
O=C(CCC1CCCC1)NNC(=O)c1ccc(F)cc1	-5.0	-12.3	-0.7	4.6	4.5	22.5	0.1	-1.4	0.5	i

One compound at a time (already shown):
Cc1nnc(SCc2nnc(-c3cccs3)o2)s1 across the screens: CendR NRP1 mod = -9.8; SKN-1 block = -6.9; LMPTP inh = -0.2; NadD block = -3.3; DNMT1 inh = -1.0; SUMO1-SIM PPI = 3.3; Tb MetRS inh = -0.1; STEP block = -2.1; Scp-1 inhibitor = -5.2; Neddyl block = i
CCOCCCNC(=S)Nc1cc(C)cc(C)c1 across the screens: CendR NRP1 mod = -2.4; SKN-1 block = 0.1; LMPTP inh = -0.9; NadD block = 0.5; DNMT1 inh = 5.8; SUMO1-SIM PPI = -0.6; Tb MetRS inh = 0.1; STEP block = -2.2; Scp-1 inhibitor = 0.0; Neddyl block = i

(cont.)
SMILES	CendR NRP1 mod	SKN-1 block	LMPTP inh	NadD block	DNMT1 inh	SUMO1-SIM PPI	Tb MetRS inh	STEP block	Scp-1 inhibitor	Neddyl block
O=C1NC[C@@H](Cc2ccc(O)cc2)N(CCCCC2CCCCC2)C1=O	0.6	-5.3	-1.6	0.7	x	7.1	-0.7	x	x	i
O=C(NCCS(=O)(=O)N1CCN(Cc2ccccc2)CC1)c1ccc(F)cc1	-7.3	-2.1	-1.1	-4.6	-0.1	1.7	-0.5	0.9	-4.9	i
COc1ccc(OC)c(S(=O)(=O)N2CCc3ccccc32)c1	-3.5	2.3	0.7	-6.7	-3.1	2.7	0.2	-0.3	-7.2	i
COc1ccc(C(=O)NCCCNC(=O)c2ccc(C)nc2)cc1	4.5	1.6	0.3	3.2	-0.9	-0.7	0.1	-1.0	-4.7	i
Cc1nc(NS(=O)(=O)c2ccccc2)sc1C(=O)NN	2.5	5.6	1.0	-1.0	-3.2	2.0	-0.4	-0.8	-0.5	i
O=C(Nc1ccc(N2CCOCC2)cc1)c1cc(-c2ccncc2)nc2ccccc12	-20.0	-9.2	2.5	6.9	-6.7	-13.1	0.4	2.4	1.3	i
Cc1nn(CC#N)c(=O)n1-c1ccccc1	11.1	-2.4	-0.1	2.7	1.4	0.2	0.3	1.9	-2.2	i
CCOC(=O)c1c(N)sc2c1CCCC2	-2.0	10.4	0.5	3.0	-5.5	0.2	0.4	1.9	0.3	i
O=C(O)CCC(=O)OCCN(Cc1ccc(Oc2ccc([N+](=O)[O-])cc2)cc1)C(=O)C(Cl)Cl	1.0	17.5	-1.4	3.0	-0.7	-19.3	0.1	1.2	-0.3	i
CC1(C(=O)Nc2ccc3c(c2)OCCO3)CSCC(=O)N1CC(F)(F)F (stereo unspecified)	3.1	-4.0	-1.0	x	x	4.4	-0.5	x	x	i
CCCC(=Nc1ccccc1)C1=C(O)C(C(=O)OC)C(C)(C)CC1=O (stereo unspecified)	4.7	2.1	-1.3	3.4	1.3	2.7	-1.2	1.5	-1.1	i
CCc1nc2nc(C)c(NS(=O)(=O)c3ccc(C4CCCCC4)cc3)c(=O)n2[nH]1	-14.8	12.1	-0.9	0.6	-2.3	0.7	-0.2	3.0	1.6	i
CSc1ccccc1NC(=O)CN(C)C(=O)C1CCN(C(=O)Nc2ccccc2)CC1	-5.9	2.2	0.6	-7.5	1.0	6.9	-0.6	-2.0	-1.1	i

Screening results: PubChem, several laboratories
